GRP78 ERSR act – induces the endoplasmic reticulum stress response in human glioma cells | U87-MG GRP78 promoter luciferase reporter, 16 h | Potency, µM, for inactives: top-dose activation, most hits filed as activators | 0.02% of 420,000 active; note: series mostly up to about 76 µM; % of control where 0% means no effect; nearly all actives have a fitted effect of over 35% in size
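ERSR induction read as luciferase luminescence (Bright-Glo, 10 min at room temperature) in stably transfected human U87-MG glioma cells exposed to compounds for 16 h, using GRP78 as sensor.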
Vif-A3G inh – blocks the Vif interaction with human APOBEC3G. 0.076% of 410,000 active. HeLa A3G-eYFP + Vif (tagged APOBEC3G with the HIV-1 protein that degrades it), YFP fluorescence, overnight. Q9HC16. Potency, µM (doses to about 46.1 µM), for inactives: top-dose activity, negative = active, hits mostly inhibitors;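 note: % is set by controls: 0 for no effect and ±100 for the full control effect; nearly all actives have a fitted effect of over 60% in size; hits raise eYFP signal because A3G escapes Vif-driven loss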
Target sequence (Q9HC16 whole entry, looked up): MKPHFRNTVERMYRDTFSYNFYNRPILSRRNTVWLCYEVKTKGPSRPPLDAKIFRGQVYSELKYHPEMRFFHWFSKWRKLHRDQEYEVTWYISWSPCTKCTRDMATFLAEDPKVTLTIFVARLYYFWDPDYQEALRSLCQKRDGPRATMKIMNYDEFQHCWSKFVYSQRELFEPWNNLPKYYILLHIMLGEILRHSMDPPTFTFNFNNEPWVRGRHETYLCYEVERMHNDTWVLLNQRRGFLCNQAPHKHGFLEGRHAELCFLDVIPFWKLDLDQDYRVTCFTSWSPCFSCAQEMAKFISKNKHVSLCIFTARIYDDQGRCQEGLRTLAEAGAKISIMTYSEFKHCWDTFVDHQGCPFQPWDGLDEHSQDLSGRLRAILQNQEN
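HeLa cells stably expressing Vif and C-terminally eYFP-tagged A3G, seeded overnight at 37 deg C, then exposed to compound by pintool overnight at 37 deg C. Rise in yellow fluorescence (Ex 488/Em 500-530, Acumen) marks blocked Vif-driven A3G degradation.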
Active calls of the source: *; ? = inconclusive. Calls come from the whole dose curve; as a rule, active = well fitted curve in the direction sought with a large enough effect; inconclusive = small, poorly fitted or top-dose-only effect, or another doubt; inactive = no such curve, though single readings can be large; an effect the other way counts as inactive or inconclusive. Potency is the fitted concentration of half-maximal effect. Some of the compounds tested. The share of hits here may be higher or lower than overall.

Start of the data: the first six entries (preview)
SMILES | GRP78 ERSR act | Vif-A3G inh
O=C1C[C@H](c2ccc(-c3ccccc3)cc2)N1S(=O)(=O)c1ccccc1[N+](=O)[O-] | -2.9% | -0.5%
CC1(C)OC(=O)C2(Cc3cc([N+](=O)[O-])ccc3N3CCCCCC32)C(=O)O1 (stereo unspecified) | -3.4% | 2.3%
N#CC(=Cc1ccc(-c2ccccc2)cc1)C(=O)c1ccccc1 | 2.6% | -12.8%
c1coc(CNc2ncnc3c2nc2n3CCCC2)c1 | -2.5% | 2.8%
CC(=O)NC(c1ccccc1)c1nc(-c2cccc(C(F)(F)F)c2)cs1 (stereo unspecified) | -3.1% | -6.3%
Cn1[nH]c2c(c1=O)[C@H](c1ccc(F)cc1)O[C@H](CCc1ccccc1)C2 | -2.7% | -3.2%

The list itself, from the first entry:
SMILES | GRP78 ERSR act | Vif-A3G inh
O=C1C[C@H](c2ccc(-c3ccccc3)cc2)N1S(=O)(=O)c1ccccc1[N+](=O)[O-] | -2.9% | -0.5%
CC1(C)OC(=O)C2(Cc3cc([N+](=O)[O-])ccc3N3CCCCCC32)C(=O)O1 (stereo unspecified) | -3.4% | 2.3%
N#CC(=Cc1ccc(-c2ccccc2)cc1)C(=O)c1ccccc1 | 2.6% | -12.8%
c1coc(CNc2ncnc3c2nc2n3CCCC2)c1 | -2.5% | 2.8%
CC(=O)NC(c1ccccc1)c1nc(-c2cccc(C(F)(F)F)c2)cs1 (stereo unspecified) | -3.1% | -6.3%
Cn1[nH]c2c(c1=O)[C@H](c1ccc(F)cc1)O[C@H](CCc1ccccc1)C2 | -2.7% | -3.2%
CC1Sc2ccc(C#N)cc2N(Cc2cccc(C(F)(F)F)c2)C1=O (stereo unspecified) | -2.8% | -1.3%
CC(C)C1C(=O)N(Cc2cn(CCC3OCCO3)nn2)CCS(=O)(=O)N1Cc1ccc(-c2ccccc2C(F)(F)F)cc1 (stereo unspecified) | -4.3% | -3.8%
O=C(NCc1ccc(F)cc1)c1cc(C2CCCCN2C(=O)C2CCCCC2)on1 (stereo unspecified) | -0.1% | -2.6%
NC(Cc1ccc(Cl)cc1)c1csc(Nc2ccc(-c3ccccc3)nn2)n1 (stereo unspecified) | -6.8% | -12.3%
Cc1cc(Cl)ccc1Nc1nc(NCc2ccco2)nc2nccnc12 | -0.3% | 0.0%
COc1cc(OC)nc(Nc2nc(C(N)Cc3ccc(Cl)cc3)cs2)n1 (stereo unspecified) | -11.6% | 4.3%
COCCNC(=O)C1CCCN(C(=O)c2oc3ccccc3c2C)CC1 (stereo unspecified) | -3.0% | -0.4%
O=C(NCc1cccc(C(F)(F)F)c1)c1ccc2sc(C3=C[C@@H](O)[C@@H](O)[C@@H](CO)O3)nc2c1 | 3.3% | 0.6%
Cc1ccccc1CN1C(=O)C(C)Sc2ccc(-c3ccco3)cc21 (stereo unspecified) | -2.7% | -11.7%
COc1cc(NC(=O)C2(C)CCN2C(=O)C(C)C)cc(OC)c1OC (stereo unspecified) | 4.9% | -2.6%
CCCc1nc2c(C)cc(Br)cn2c1Cc1ccccc1C(F)(F)F | -5.0% | ?
CC(=O)c1ccc(OC2(C)CCN(Cc3ccc4ccccc4c3)C2)cc1 (stereo unspecified) | -3.0% | -4.6%
CN(C)c1ccc(/C=C/c2ccnc3c([N+](=O)[O-])cccc23)cc1 | -2.6% | -11.5%
C[C@H](O)[C@@H]1CN2CCc3c([nH]c4ccccc34)[C@@H]2C[C@@H]1N(C)C(=S)NCCc1ccccc1 | -3.2% | -7.2%
CCCC/C=C/c1cccc2nncn12 | -1.4% | -0.6%
CCNC(=O)C1(C)CCCN(Cc2csc(-c3ccc(Cl)cc3)n2)C1 (stereo unspecified) | -4.7% | -41.6%
CCCCC(c1nc2ccccc2[nH]1)N(C(=O)c1ccccc1)c1ccccc1[N+](=O)[O-] (stereo unspecified) | -2.1% | -11.7%
CC1(C)Cc2ccccc2-c2c[nH]c(=O)n21 | -2.9% | 1.1%
O=C(NCc1ccccc1Cl)c1csc(COCCO)n1 | -1.0% | -3.5%
Cc1ccnc(Nc2ccc(CCO)cc2)n1 | -6.1% | -1.2%
CC(=O)Nc1ccc(CNc2nc(NC(C)C)nc3cc(-c4ccccc4)sc23)cc1 | -9.2% | ?
CC(C)(C)n1ncc2c(=O)n(Cc3c(F)cc(Cl)cc3F)cnc21 | -4.8% | -5.2%
CC(C)(C)n1ncc2c(=O)n(Cc3cc(F)ccc3Cl)cnc21 | -2.7% | -1.4%
CCCS(=O)(=O)NC(=O)C1(C)CCN(C(=O)c2ccccc2C(F)(F)F)C1 (stereo unspecified) | -4.7% | -0.9%
CCOC(=O)c1cc(OC)c2cccc(CN3CCC(C)(C(=O)NCCOC)C3)c2c1 (stereo unspecified) | -5.3% | -4.5%
OC(CBr)C[n+]1cc(Br)cc2ccccc21 (stereo unspecified) | -2.4% | 1.6%
Cc1cc(C)c(CN2CCN(C(=O)CC[C@H]3O[C@@H](n4cnc5c(NC(=O)c6ccccc6)ncnc54)[C@H](O)[C@@H]3O)CC2)c(C)c1 | -2.5% | 1.7%
O=S1(=O)CC(N2CCCCC2)CN1Cc1ccc(F)cc1 (stereo unspecified) | -2.7% | -2.5%
CC(=O)Nc1cccc(-c2ccnc3c2CC(C)(C(=O)Nc2ccccc2)O3)c1 (stereo unspecified) | 0.2% | -19.5%
CCCOc1ccc(F)cc1-c1cc(C(=O)NCc2ccccc2)[nH]n1 | -3.4% | -1.6%
Cc1cccc(-n2c(C)nnc2SCC(=O)NC(C)c2ccco2)c1 (stereo unspecified) | -3.2% | 1.6%
C[C@H]1CN([C@@H](C)CO)S(=O)(=O)c2ccc(-c3ccc(C#N)cc3)cc2O[C@H]1CN(C)C(=O)CN(C)C | -1.3% | -0.5%
CCCN(C)C[C@@H]1OCCCC[C@@H](C)Oc2ccc(NS(=O)(=O)c3ccc(OC)cc3)cc2C(=O)N([C@H](C)CO)C[C@@H]1C | -0.7% | 4.4%
CCOC1=C2CN(S(=O)(=O)c3ccc(C)cc3)[C@H](c3cccc(Cl)c3)C[C@@H]2N(S(=O)(=O)c2ccccc2[N+](=O)[O-])[C@H](c2ccccc2)C1 | -4.0% | -3.0%
COc1cccc(Nc2nc(C(N)Cc3ccc(Cl)cc3)cs2)n1 (stereo unspecified) | -11.7% | -2.4%
CN(C)c1ccc(/C=C/c2c(Br)cnc3ccccc23)cc1 | -0.6% | -33.0%
CCCN1C(=O)c2ccccc2NC1c1ccc(OC)c(COc2cccc(C)c2C)c1 (stereo unspecified) | -1.7% | 3.5%
CCN(CC)c1ccc(/C=C/c2sc3ccccc3[n+]2CCCCI)cc1 | -8.4% | -10.8%
COc1cc(/C=C/c2ccnc3ccccc23)ccc1N(C)C | 2.0% | ?
CCNC(=O)C1(C)CCN(Cc2ccc(C(F)(F)F)cc2)C1 (stereo unspecified) | -1.6% | 0.3%
Nc1ccccc1C(=O)NN=Cc1cccc([N+](=O)[O-])c1 | -0.8% | 0.0%
COc1cc(NC(=O)[C@@H]2O[C@H](CO)[C@@H](O)[C@H]2O)cc(OC)c1OC | -2.0% | -0.2%
CCN1C(=O)N2C[C@H]3CON(C)[C@H]3C[C@H]2c2ccccc21 | -1.0% | -5.0%
O=S1(=O)C[C@@H](N2CCN(CC3CC3)CC2)[C@H](COCc2ccccc2)N1 | -3.5% | -2.6%
COc1ccc(NC(=O)C2(C)CCN2C2Cc3ccccc3C2)cc1OC (stereo unspecified) | -2.9% | -6.8%
OC(c1ccccc1)c1nc(/C=C/c2ccccc2)cs1 (stereo unspecified) | ? | -3.9%
CC/C(=C/c1ccccc1)c1cc(Oc2ccccc2)cc2oc3ccccc3c12 | -2.3% | -2.8%
CN(N=O)c1ccc2c(c1)Cc1ccccc1-2 | 0.1% | -10.1%
CN1N/C(=C\c2ccccc2)N=C2C(=O)N(C)C(=O)N=C21 | -10.7% | -28.3%
O=C(Nc1nnc([C@@H]2C[C@H](O)[C@@H](CO)O2)s1)c1cccs1 | -1.4% | -2.9%
COc1cc(NC(=O)c2ccc(-c3cccnc3)c3ccoc23)cc(OC)c1OC | -0.9% | -13.7%
COc1cccc(NC(=O)C2(C)CCN2Cc2ccc3ccccc3c2)c1 (stereo unspecified) | -5.0% | -3.6%
O=C1C[C@@H](c2ccccc2Cl)N1S(=O)(=O)c1ccccc1[N+](=O)[O-] | -3.9% | -0.8%
COC(=O)C1=C(C(=O)OC)[C@@H]2N(Cc3ccccc3)c3ccccc3[C@@]23C[C@@H](C(=O)OC)N(S(=O)(=O)c2ccc(C(F)(F)F)cc2)C3=N1 | 0.9% | 0.8%

Additional compounds
SMILES | GRP78 ERSR act | Vif-A3G inh
CSc1ccc(CN2CCC(C)(Oc3cccc(F)c3)C2)cc1 (stereo unspecified) | -2.4% | 1.7%
COc1ccc(NC(=O)c2cc(-c3cc(F)ccc3OC)n[nH]2)c(C)c1 | 0.9% | -5.3%
CCc1nc2c(OCc3c(C)noc3C)cccn2c1N(C)C(=O)c1ccccc1F | -3.3% | 1.7%
CN(C)Cc1csc(Nc2ccc(C(=O)c3ccccc3)cc2)n1 | -0.3% | -3.2%
CN(CCc1ccccc1)C(=O)c1[nH]c(C(F)(F)F)nc1-c1ccccc1 | -3.8% | 3.1%
C(=C\c1ccnc2ccccc12)/c1ccc2ccccc2n1 | -4.4% | -27.5%
c1ccc2c(-c3cnc4cccnn34)cncc2c1 | -3.0% | 2.2%
COc1cccc(C(C)(O)c2nc(-c3cccc(NC(C)=O)c3)cs2)c1 (stereo unspecified) | -2.2% | -6.9%
COc1ccc(CN2C(=O)C(CC(=O)NCCc3ccccn3)CC(C(=O)N3CCOCC3)=C2C)cc1 (stereo unspecified) | -3.2% | 0.0%
CC(C)Oc1cc(F)ccc1-c1cc(C(=O)NC2CCCCC2)[nH]n1 | -0.2% | -6.0%
COc1ccccc1C1N=C(Nc2nc3ccccc3o2)NC2=C1C(=O)CC(C)(C)C2 (stereo unspecified) | -4.3% | 3.0%
CC(=O)N1CCCC(C)(C(=O)N(C)Cc2cccc3ccccc23)C1 (stereo unspecified) | -1.9% | 0.5%
Cc1ccc(-c2cnc(C(O)c3ccc(Cl)c(Cl)c3)[nH]2)cc1 (stereo unspecified) | -2.4% | -5.9%
CC(C)COc1ccc(CC(=O)NO)cc1 | -1.5% | -2.2%
CC1(Cc2ccccc2C#N)C(=O)Nc2ccc(-c3ccc4[nH]ccc4c3)cc21 (stereo unspecified) | -6.4% | ?
CCCS(=O)(=O)NC(=O)C1(C)CCN(C(=O)c2ccc(OC)cc2OC)C1 (stereo unspecified) | -0.8% | 2.5%
CCOC1=C2[C@H](c3ccccc3)N(S(=O)(=O)c3ccc(C)cc3)[C@H](C(C)C)[C@H]2n2c(=O)n(-c3ccccc3)c(=O)n2C1 | -2.3% | 0.2%
CCc1nc2c(OCc3ccc(C(F)(F)F)cc3)cccn2c1N(C)C(=O)c1ccncc1 | -2.4% | -3.2%
CN(Cc1ccccc1)C(=O)c1ccc(Nc2nc(CN)cs2)nc1 | -0.4% | -3.2%
NC(Cc1ccc(F)cc1)c1csc(Nc2cc(NCc3ccco3)ncn2)n1 (stereo unspecified) | -5.9% | -15.9%

Shown with two lines to a compound: entries from further up
Every second line gives: GRP78 ERSR act | Vif-A3G inh
- COc1cccc(C(C)(O)c2nc(-c3cccc(NC(C)=O)c3)cs2)c1 (stereo unspecified)
  -2.2% | -6.9%
- COc1ccc(CN2C(=O)C(CC(=O)NCCc3ccccn3)CC(C(=O)N3CCOCC3)=C2C)cc1 (stereo unspecified)
  -3.2% | 0.0%
- CC(C)Oc1cc(F)ccc1-c1cc(C(=O)NC2CCCCC2)[nH]n1
  -0.2% | -6.0%

(more compounds)
SMILES | GRP78 ERSR act | Vif-A3G inh
CCCNC(=O)C1(C)CCCN(C(=O)c2cc(C)nn2C(C)(C)C)C1 (stereo unspecified) | -1.9% | -3.5%
CCOC(=O)C1=C[C@@H](C(=O)OCC)[C@@H]2C3=C(C(=O)C2(C)C)[C@H](c2ccccc2)[C@@H]2C(=O)N(c4ccccc4)C(=O)[C@@H]2[C@@H]3C1 | -4.7% | 1.1%
CCc1nc2ccc(C(=O)NCCN3CCNC3=O)cn2c1N(CC)Cc1cccc(Br)c1 | -3.4% | -2.5%
Cc1cc(/C=C/c2ccccc2)nc2ccccc12 | 0.8% | -10.5%
O=C(NCC1CC1)c1csc(COCCO)n1 | -0.4% | -0.1%
COc1cc(CN2C[C@@H](CO)O[C@@H](n3cnc4c(N(C)C(C)C)ncnc43)C2)cc(OC)c1OC | -0.5% | -0.8%
CC(C)S(=O)(=O)NC(=O)C1(C)CCN1C(=O)Cc1ccccc1Cl (stereo unspecified) | -2.9% | -4.9%
CCOC(=O)C1=C[C@@H](C(C)(C)C)N(S(=O)(=O)c2ccc(C)cc2)[C@H]1c1ccccc1Cl | 2.1% | -4.0%
COc1cc(NC(=O)C2(C)CCCN2C(=O)C(C)C)cc(OC)c1OC (stereo unspecified) | -3.9% | -4.1%
CCc1ccc([C@@H]2CC(=O)[C@@H]3CN(S(=O)(=O)c4ccc(Cl)cc4)[C@H](c4ccc(C)cc4)C[C@@H]3N2S(=O)(=O)c2ccc(C)cc2)cc1 | -4.9% | 1.0%
CN(C)c1ccc(-c2ccnc3c2CC(C)(C(=O)Nc2ccccc2)O3)cc1 (stereo unspecified) | 0.3% | 0.5%

Source: PubChem BioAssay (National Center for Advancing Translational Sciences (NCATS))
